Epigenetic derep: derepresses silenced GFP reporter in murine cells. murine LDR cells, GFP reporter derepression, 30 h. Potency, µM (titrated, usually from 53.9 µM), for the others: at the top dose GFP activation, hits mostly activators. 280,000 tested, 0.2% active. AID 1865; also: potency is read from the fitted curve at half-maximal effect; % of control where 0% means no effect; nearly all actives have a fitted effect of over 60% in size
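In this reporter-derepression format, murine cells bearing a silenced integrated CMV-GFP locus incubate with test compound (30 h, 37 C), then are washed and imaged; fluorescent objects of 20–120 um count as induced cells.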
TexasRed fluor: counter-screen for TRb-SRC2 inhibitors: fluorescence interference. Potency, µM (doses to about 106 µM), for the others: at the top dose fluorescence change, negative = quenching. TRb/SRC2 Texas Red total fluorescence interference. 280,000 tested, 0.29% active; active = well fitted curve in either direction with a large enough effect; inconclusive = small, poorly fitted or top-dose-only effect; also: potency is read from the fitted curve at half-maximal effect; % is scaled to controls: 0 for no effect and ±100 for the full control effect
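Human TRβ ligand-binding domain (0.6 uM) and Texas Red SRC2 peptide (20 nM) in Tris buffer with 1 uM T3 and 5% DMSO were incubated with pinned compound for 5 hr at ambient temperature. Total fluorescence was computed as S + 2P (555/632 nm).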
TRb SRC2 PPI: disrupts binding of human TR beta to SRC2; P10828; TRbeta-SRC2 peptide binding, fluorescence polarization; receptor liganded with 1 µM T3; AID 1469; Potency, µM (highest dose often 106 µM), inactives show at the highest dose activity change, negative = inhibition, usual class: inhibitors; 280,000 tested, 0.065% active;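 also: potency is read from the fitted curve at half-maximal effect; plate controls were bound peptide for no effect and peptide without receptor for full effect; nearly all actives have a fitted effect of over 50% in size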
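Human TRb ligand-binding domain (0.6 uM) is mixed with 20 nM Texas Red SRC2 peptide and 1 uM T3; after compound addition and 5 hr at ambient temperature, polarization is measured and normalized to unbound and bound controls.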
CBFb-RUNX1 inh: CBF-beta/RUNX1 interaction disruption; AlphaScreen CBFb-His/RUNX1-biotin binding, biochemical; Potency, µM (series often up to 59.8 µM), for the others: top-dose activity, negative = inhibition, usual class: inhibitors; 230,000 tested, under 10 active; AID 1477; also: % of control where 0% means no effect
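CBF-beta (His) and RUNX1 (biotin), 30 nM each; 20 min preassociation; + compound, 15 min; + beads 50 ng each (Ni, streptavidin), 90 min; RT; AlphaScreen read.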
NPSR antagonist: blocks cAMP signaling of the human neuropeptide S receptor; Q6W5P4; CHO-NPSR cells, cAMP TR-FRET, antagonist mode; Potency, µM (highest dose often 38.3 µM), without a hit: at the highest dose activity change, negative = inhibition, hits mostly inhibitors; 220,000 tested, 1% active; AID 1461; also: potency is read from the fitted curve at half-maximal effect; % is scaled to controls: 0 for no effect and ±100 for the full control effect; nearly all actives have a fitted effect of over 50% in size; many of its hits are not listed in these tables
Target sequence (Q6W5P4 whole entry, looked up): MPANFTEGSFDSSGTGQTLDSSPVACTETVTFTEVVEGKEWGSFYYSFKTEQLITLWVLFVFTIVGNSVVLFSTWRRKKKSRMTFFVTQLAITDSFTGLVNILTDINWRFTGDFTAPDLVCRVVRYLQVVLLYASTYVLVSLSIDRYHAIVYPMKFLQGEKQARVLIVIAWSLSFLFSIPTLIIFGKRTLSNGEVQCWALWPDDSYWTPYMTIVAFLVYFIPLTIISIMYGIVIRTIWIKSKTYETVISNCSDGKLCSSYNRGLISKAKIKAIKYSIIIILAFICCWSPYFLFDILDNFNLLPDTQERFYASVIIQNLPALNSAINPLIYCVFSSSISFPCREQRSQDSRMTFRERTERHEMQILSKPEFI
Tau FP inhib: blocks human tau fibril formation measured by polarization; AID 1468; 280,000 tested, 0.39% active; P10636; Potency, µM (highest dose often 57.7 µM), for inactives: top-dose activity, negative = inhibition, hits mostly inhibitors; K18 P301L tau heparin fibrillization, Alexa594 FP, 6 h; also: potency is read from the fitted curve at half-maximal effect; % is scaled to controls: 0 for no effect and ±100 for the full control effect; nearly all actives have a fitted effect of over 55% in size
Target sequence (P10636 561-689 P618L limits assumed): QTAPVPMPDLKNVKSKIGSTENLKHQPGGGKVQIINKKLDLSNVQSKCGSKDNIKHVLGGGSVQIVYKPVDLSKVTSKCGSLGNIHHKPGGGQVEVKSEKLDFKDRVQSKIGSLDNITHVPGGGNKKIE
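Compound effects on tau fibrillization are measured by Alexa 594 fluorescence polarization (ex 555, em 632 nm). K18 P301L tau is used at 15 uM with 0.24 uM labeled tracer, and 20 uM heparin induces aggregation over 6 hr at 37 C.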
GLA spleen mod: inhibitors or activators of human alpha-galactosidase in spleen homogenate. Potency, µM (series often up to 80 µM), without a hit: at the top dose activity change, negative = inhibition, most hits filed as inhibitors. AID 2107. 240,000 tested, 0.008% active. P06280. human spleen homogenate, 4MU-alpha-Gal fluorescence, 40 min;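 also: potency is read from the fitted curve at half-maximal effect; 0% = enzyme with vehicle and -100% = no enzyme basal signal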
Target sequence (P06280 32-429 limits assumed): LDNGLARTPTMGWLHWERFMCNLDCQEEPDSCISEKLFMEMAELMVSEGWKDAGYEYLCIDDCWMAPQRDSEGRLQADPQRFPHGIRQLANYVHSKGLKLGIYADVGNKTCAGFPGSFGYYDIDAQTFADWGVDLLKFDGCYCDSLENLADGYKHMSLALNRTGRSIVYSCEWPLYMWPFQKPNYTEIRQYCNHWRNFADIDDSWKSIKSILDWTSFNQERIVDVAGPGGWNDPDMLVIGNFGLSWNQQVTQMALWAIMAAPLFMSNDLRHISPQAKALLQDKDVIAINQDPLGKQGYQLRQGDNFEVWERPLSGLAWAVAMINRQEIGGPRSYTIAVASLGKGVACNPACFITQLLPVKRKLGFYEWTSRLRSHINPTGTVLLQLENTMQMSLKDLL
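Human spleen homogenate (1 ug) as enzyme source, 4-methylumbelliferyl-alpha-D-galactopyranoside 1 mM final, citrate/phosphate pH 5.0 with 0.01% Tween-20. Compounds 40 min at 37C, NaOH/glycine stop; fluorescence Ex 365/Em 440, Hill-fit AC50.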
Tau fluor counter: counter-screen for tau fibril formation inhibitors | tau K18 P301L (four-repeat tau fragment) Alexa594 fluorescence, heparin fibrillization | Potency, µM (titrated, usually from 57.7 µM), inactives show at the top dose activity change, negative = decrease | 280,000 tested, 0.93% active | AID 1463; also: potency is read from the fitted curve at half-maximal effect; % is scaled to controls: 0 for no effect and ±100 for the full control effect; nearly all actives have a fitted effect of over 55% in size
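Human K18 P301L tau (15 uM unlabeled plus 0.24 uM Alexa 594-labeled, final) in 100 mM sodium acetate pH 7 was mixed with compound and 20 uM heparin and incubated 6 hr at 37 C.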
An asterisk follows results filed as active; ? = inconclusive; · = no result given; & = joins results of further samples; [ ] = remark or other dose. Unless noted, calls follow the shape of the dose curve; as a rule, active = well fitted curve in the direction sought with a large enough effect; inconclusive = small, poorly fitted or top-dose-only effect, or another doubt; inactive = no such curve, though single readings can be large; an effect the other way counts as inactive or inconclusive. The list is partial. The share of hits here may be higher or lower than overall.

SMILES	Epigenetic derep	TexasRed fluor	TRb SRC2 PPI	CBFb-RUNX1 inh	NPSR antagonist	Tau FP inhib	GLA spleen mod	Tau fluor counter
Cc1nc2nc(SCC(=O)NC3CCC(C)CC3)nn2c(C)c1Cc1ccccc1Cl (stereo unspecified)	0.2%	-3%	-2%	·	·	2%	·	-10%
COc1ccc(-n2nc3c(N4CCC(C(=O)NCc5cccc(F)c5)CC4)nnc(C)c3c2C)cc1	-1.9%	0%	-4%	·	·	5%	·	-6%
NC(=O)c1cc2n(n1)C(C(F)(F)F)CC(c1ccco1)N2 (stereo unspecified)	-1.1%	-5%	1%	0%	-4%[46.1 µM]	-2%	5%	-6%
O=c1c2cn[nH]c2nc(SCc2cccc(Br)c2)n1-c1ccc(Cl)cc1	6.3%	-4%	3%	·	·	?	·	-30%
COc1ccc(S(=O)(=O)Nc2cccc(N(C)S(C)(=O)=O)c2)cc1Br	0.0%	-7%	-3%	-2%	12%[46.1 µM]	-9%	-5%	-18%
COc1ccc2cc(C(=O)NCc3ccco3)c(=Nc3ccc(C(=O)O)cc3)oc2c1	-0.9%	-1%	0%	6%	?	0%	3%	-2%
O=C(NCCc1ccccc1Cl)c1ccc2c(c1)nc1n2CCOC1	2.9%	0%	-3%	·	·	-5%	·	-8%
COC(=O)[C@@]1(Cc2ccccc2)[C@H]2c3cc(C(=O)N(C)C)n(Cc4cc(F)c(F)c(F)c4)c3C[C@H]2CN1C(=O)c1ccccc1	2.9%	-4%	0%	3%	·	-3%	2%	-15%
CCCNC(=O)c1ccc2c(c1)C1C3CCC(C3)C1C(c1ccccc1)N2 (stereo unspecified)	-0.5%	2%	-15%	-20%	?	0%	-1%	-23%
CN(c1ccc(C(=O)Nc2nccs2)cc1)S(=O)(=O)c1ccccc1	-3.2%	-3%	-10%	3%	?	-3%	0%	-23%
CC(C)N=c1scc(-c2cccs2)n1/N=C/c1ccc(O)c(O)c1O	0.9%	0%	4%	?	?	?	7%	20µM*[quencher]
Cc1c(Nc2cc(N3CCCCCC3)c3nonc3c2[N+](=O)[O-])c(=O)n(-c2ccccc2)n1C	-1.1%	2%	4%	4%	-13%[46.1 µM]	10%	2%	-1%
Cc1ccc(/C=[N+](\[O-])c2ccc(N(C)C)cc2)c2nsnc12	?	40µM*[fluorescent]	35µM*	?	?	32µM*	-12%	?
Nc1n[nH]c(-c2ccccc2)n1	0.9%	-5%	-2%	19%	0%[46.1 µM]	-2%	6%	1%
O=C1CC(N2CCOCC2)C(=O)N1c1cc(Cl)cc(Cl)c1 (stereo unspecified)	1.0%	0%	-27%	-6%	-12%[46.1 µM]	8%	-5%	0%
COc1ccc(-c2csc(N=C(N)N)n2)cc1	2.2%	-3%	-4%	-5%	-3%	20%	-1%	-17%
O=C1CS/C(=N/N=C/c2cccs2)N1Cc1ccc(F)cc1	-0.7%	0%	3%	1%	-3%	-5%	1%	-20%
O=C(c1cnn2c(C(F)(F)F)cc(-c3ccco3)nc12)N1CCCc2ccccc21	8.0%	0%	-21%	-1%	-1%[46.1 µM]	-6%	-8%	6%
CCOc1ccc(C2=NC(c3cccs3)=Nc3ccc(C(C)C)cc3N2)cc1	-6.3%	0%	0%	·	·	1%	·	?
O=C1Nc2ccc3sc4ccccc4c3c2C1=O	-7.1%	-7%	5%	?	-23%	4%	9%	?

One compound at a time, from the list above. Screens in order: Epigenetic derep	TexasRed fluor	TRb SRC2 PPI	CBFb-RUNX1 inh	NPSR antagonist	Tau FP inhib	GLA spleen mod	Tau fluor counter
O=C1CS/C(=N/N=C/c2cccs2)N1Cc1ccc(F)cc1 in the list: -0.7%	0%	3%	1%	-3%	-5%	1%	-20%
CCCNC(=O)c1ccc2c(c1)C1C3CCC(C3)C1C(c1ccccc1)N2 (stereo unspecified) in the list: -0.5%	2%	-15%	-20%	?	0%	-1%	-23%

Further records
SMILES	Epigenetic derep	TexasRed fluor	TRb SRC2 PPI	CBFb-RUNX1 inh	NPSR antagonist	Tau FP inhib	GLA spleen mod	Tau fluor counter
CC(=O)c1cccc(NC(=O)CN2C=NS(=O)(=O)c3ccc(C)cc32)c1	1.1%	-4%	-1%	·	·	-1%	·	-9%
COc1ccc(C(=O)N2CCN(Cc3ccccc3C)CC2)cc1OC	-1.1%	-5%	-7%	5%	-5%[46.1 µM]	2%	2%	1%
Cc1ccc(NCC(=O)N/N=C/c2cccc(Br)c2)cc1	-1.3%	1%	7%	-6%	-1%	12%	-4%	?
Cc1nn(C)c(Oc2cccc(Cl)c2)c1C(=O)O	-2.0%	-3%	-5%	5%	12%[46.1 µM]	-3%	2%	-5%
Cn1c(=O)c2c(O)c(C=Nc3ccc(F)cc3)c(=O)n(C)c2n(C)c1=O	-0.3%	-2%	-3%	1%	1%[7.67 µM]	-5%	6%	-2%
CCOC(=O)CSc1n[nH]c(-c2cccnc2)n1	2.0%	-1%	-6%	0%	-6%[46.1 µM]	-2%	-3%	1%
CC1CCN(C(=O)CSCC(=O)O)CC1	-2.7%	0%	3%	0%	4%	4%	-11%	3%
COc1ccc(N2CCN(S(=O)(=O)c3ccc(-c4cc(C(F)(F)F)on4)s3)CC2)cc1	-3.0%	-1%	6%	·	·	3%	·	-5%
Cc1ccc(SCC(=O)NCCSC(C)(C)C)cc1	1.6%	3%	7%	0%	-5%[46.1 µM]	-7%	4%	-14%
COc1ccc(CCNC(=S)Nc2cccc(C)c2C)cc1	-0.9%	-3%	-11%	-4%	-16%[46.1 µM]	1%	5%	-13%
c1ccc(CN2CCN(c3ncnc4nc[nH]c34)CC2)cc1	-0.8%	1%	-1%	11%	9%[46.1 µM]	3%	0%	-7%
N#Cc1c(-c2ccco2)ccn(Cc2ccc(F)cc2)c1=O	-1.4%	-1%	-1%	-4%	-15%	1%	9%	-2%
CCC(C)(C(=O)NC1CCCCC1)N(C(=O)c1cnccn1)c1c(C)n(C)n(-c2ccccc2)c1=O (stereo unspecified)	-2.0%	-1%	1%	2%	-7%[46.1 µM]	-8%	1%	-15%
COc1ccc(NC(=O)c2cccnc2Nc2ccc(OC)cc2)cc1	1.8%	-4%	-18%	-17%	-17%[46.1 µM]	?	-28%	14µM*[quencher]
CCOC(=O)c1[nH]c2cc3c(cc2c1NC(=O)CN1CCC(C)CC1)OCO3	-1.1%	-7%	0%	8%	?	10%	2%	-23%
CCN(CC)S(=O)(=O)c1ccc(C(=O)N2CCN=C2SCc2cccnc2)cc1	0.0%	-3%	7%	6%	-11%[46.1 µM]	0%	3%	7%
CCOC(=O)c1ccc(NC(=O)Cn2nnc(-c3ccccc3C)n2)cc1	1.2%	1%	-2%	4%	-16%[46.1 µM]	?	8%	?
CC(C)(C)n1nnnc1CN1CCC(NC(=O)NC2CCCCC2)CC1	0.0%	1%	-1%	2%	8%[46.1 µM]	-3%	-2%	-3%
COc1cc(O)c(C(CCN2CCCC2)c2cc(OC)c(OC)c(OC)c2)c(OC)c1 (stereo unspecified)	-0.2%	-3%&-2%	-14%&-6%	-8%&6%	19%	0%	-4%&0%	11%
CCCN1Cc2cccc(C(=O)Nc3ccc(C(C)=O)cc3)c2C1=O	1.4%	-2%	-2%	·	·	4%	·	6%
COc1cc(NC(=O)C(CC(C)C)NS(=O)(=O)c2ccc3c(c2)CCN3C(C)=O)cc(OC)c1 (stereo unspecified)	-0.8%	0%	-4%	·	·	-8%	·	-15%
COCCNC(=O)C(=O)NCC(c1ccc2c(c1)OCO2)N1CCOCC1 (stereo unspecified)	0.0%	-28%	5%	·	·	-7%	·	6%
Cc1cc(=O)n2[nH]c(N)c(N=Nc3ccccc3F)c2n1	2.1%	-7%	2%	-14%	-28%	10%	-3%	-5%
CCc1ccc(-n2c(SCc3nc(-c4cc(OC)ccc4OC)no3)nnc2-c2ccccc2)cc1	-1.9%	6%	8%	·	·	2%	·	-18%
CCc1cc2c(N[C@@H](Cc3c[nH]c4ccccc34)C(=O)O)ncnc2s1	1.1%	-3%	11%	-5%	-11%[46.1 µM]	9%	5%	-8%
Cc1cc(C)n(-c2nc3cc(Cl)ccc3nc2N2CCN(c3cccc(C)c3C)CC2)n1	0.9%	-2%	4%	·	·	-12%	·	-10%
Cc1n[nH]c(C)c1S(=O)(=O)N1CCN(C2CCCCC2)CC1	1.0%	2%	-13%	6%	7%[46.1 µM]	-1%	-8%	0%
N/C(=N\OC(=O)c1cccc(Cn2cc(C(F)(F)F)ccc2=O)c1)c1ccc(Cl)cc1	2.4%	1%	-3%	-1%	24%	-6%	-2%	-22%
Cc1ccc(S(=O)(=O)Nn2c(C)ccc2C)cc1	-1.0%	5%	-6%	-7%	-8%[46.1 µM]	0%	5%	-8%
COc1ccccc1/C=C/c1nc2ccccc2n1C(C)C	3.1%	-3%	4%	·	·	-5%	·	-14%
CC(=O)NC(C)c1nc2ccccc2n1Cc1ccccc1Cl (stereo unspecified)	-6.5%	-2%	5%	·	·	-7%	·	-4%
COc1ccc2oc(=O)c(-c3cn4c(n3)sc3cc(OC)ccc34)cc2c1	0.0%	-3%	-6%	·	·	-9%	·	-4%
O=C(Cc1ccccc1)N(Cc1cccnc1)c1nc2ccc(Cl)cc2s1	1.2%	-1%	-6%	·	·	-7%	·	-26%
CCOC(=O)C1CCN(S(=O)(=O)c2ccc(OC)c(Cl)c2Cl)CC1	-2.6%	-3%	-14%	3%	-11%[46.1 µM]	1%	12%	-12%
Cc1cccc(Oc2ccc(NC(=O)c3ccccc3C(=O)O)cc2)c1	-2.6%	-1%	-3%	-5%	-1%	11%	10%	-10%
Cc1cc(-n2c(=O)c(C#N)cc3c(=O)n4ccccc4nc32)no1	1.0%	-6%	-7%	12%	2%[46.1 µM]	-5%	?	-3%
COc1ccc2oc(=O)cc(CN3CCN(Cc4ccccc4)CC3)c2c1	-1.9%	-2%	9%	·	·	1%	·	1%
O=C(CCCC(=O)NCc1ccc(F)cc1)NCc1ccc(F)cc1	-4.2%	0%	-1%	-1%	11%	0%	1%	-1%
COc1ccc(C2C(C#N)=C(/N=C/N3CCN(C)CC3)OC3=C2C(=O)CC(C)(C)C3)cc1 (stereo unspecified)	0.0%	-4%	-4%	-3%	-3%[46.1 µM]	1%	4%	-2%

Screens as filed in PubChem BioAssay.
